# Source: PubChem BioAssay
# VHR inh color = inhibitors of human VHR1 phosphatase (DUSP3) | recombinant VHR phosphatase, colorimetric substrate read-out | inhibition, % at 20 µM | actives 0.7% (n = 50,000) | AID 1992; in the data active means inhibition above about 60%; further: some results filed as inactive read as strong as hits
# Target sequence (P51452 whole entry, looked up): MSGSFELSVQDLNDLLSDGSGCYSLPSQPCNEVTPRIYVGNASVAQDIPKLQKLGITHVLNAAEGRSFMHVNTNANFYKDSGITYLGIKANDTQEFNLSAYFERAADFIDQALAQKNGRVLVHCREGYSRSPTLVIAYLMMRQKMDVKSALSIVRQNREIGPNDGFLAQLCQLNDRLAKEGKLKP
# Numbers without * were called inactive; & = joins results of further samples. This is a subset (hit frequency here may not be typical).
SMILES,VHR inh color
Cc1cc(C)nc(/N=C(/N)Nc2ccc(N)cc2)n1,5.0
C=C(C)Cn1c(=O)n(CC2CS2)c2ccccc21 (stereo not drawn),-20.4
O=C(Nc1nc2ccc3ccccc3c2s1)c1ccc(Cl)s1,0.9
NC(=O)N/N=C1\c2ccccc2-c2c(C(N)=O)cccc21,2.3
COc1cc2c(cc1NCc1ccc(OC)c(OC)c1OC)oc1ccccc12,7.7
Cc1ccc(C(=O)N(C)c2ccccc2)cc1[N+](=O)[O-],1.3
CC(=O)N1CCN(c2ccc(NC(=O)c3ccco3)cc2)CC1,-23.7
Cc1ccsc1/C=C(\C#N)c1nc(-c2cc3cc(Br)ccc3oc2=O)cs1,-3.0
CSCCC(C(=O)O)N1C(=O)/C(=C\c2ccc(-c3ccc([N+](=O)[O-])cc3)o2)SC1=S (stereo not drawn),80.8*
CC1CC(C)CN(S(=O)(=O)c2ccc(F)cc2)C1 (stereo not drawn),-10.8
CCc1ccc(-c2nc(-c3ccccn3)no2)cc1,-1.0
O=C(Nc1cccc(-c2nc3ccccc3s2)c1)c1ccc2c(c1)OCCO2,5.4
COc1ccc(OC(C)C(=O)Nc2ccc([N+](=O)[O-])cc2)cc1 (stereo not drawn),14.4
COc1ccccc1-c1coc2cc(OC(=O)c3ccc(Cl)cc3Cl)ccc2c1=O,-14.2
CC(C)N1CCc2c(sc3nc(SCc4ccc(Cl)cc4)n(Cc4ccccc4)c(=O)c23)C1,12.0
Cc1ccccc1-n1c(=S)[nH]c2ccccc2c1=O,5.2&0.1
COc1ccc(OCCCCCNCCO)cc1,-43.9
CN(C)c1ccc(NC(=O)c2cc(-c3ccccc3Cl)nc3ccccc23)cc1,-20.3
COc1cccc(OCCOc2ccc(/C=C3\C(=O)NN(c4ccccc4)C3=O)cc2)c1,-13.0
O=C(Nc1cc([N+](=O)[O-])ccc1Cl)C1CC2CCC1C2 (stereo not drawn),-20.7
O=C1N=c2ccc(Br)cc2=C1c1[nH]c(=O)[nH]c1O,-4.3
Cc1[nH]n(-c2ccccc2)c(=O)c1/C=N/NC(=O)CSCc1ccc(Cl)cc1,6.6
Cc1ccc(C2NC(=O)NC(O)(C(F)(F)F)C2C(=O)c2ccc(Br)cc2)cc1 (stereo not drawn),6.8
O=C(COc1ccc(Cl)cc1Br)NNC(=O)c1cccs1,-9.6
Cn1c(=O)c2c(nc(Sc3nc4ccccc4n3Cc3ccccc3)n2C)n(C)c1=O,-13.0
COc1ccc(N=CC2=C(O)CC(C)(C)CC2=O)cc1OC,-25.4
CC1=C(C(=O)OC2CCCC2)C(c2ccccc2Cl)C2=C(CC(C)(C)CC2=O)N1 (stereo not drawn),-22.3
COc1ccccc1-n1sc2c(c1=S)-c1ccc(C)cc1NC2(C)C,19.3
O=C(COc1ccc(Br)cc1)N1CCc2ccccc2C1,4.9
N/C(=N\OC(=O)C(c1ccccc1)c1ccccc1)c1ccncc1,-7.0
CCC1(C)CC(CC(=O)O)(c2ccc(C)cc2)CCO1 (stereo not drawn),3.5
CCCOc1ccc(C2Nc3ccccc3NC3=C2C(=O)CC(c2ccc(OC)c(OC)c2)C3)cc1 (stereo not drawn),-1.9
Cc1ccc(C)c2c(N=NC(=O)/C(=C\c3ccccc3)NC(=O)c3ccccc3)c(O)[nH]c12,-16.4
CCOC(=O)C1=C(C)NC(=O)NC1c1cc(OC)c(OC)c(OC)c1 (stereo not drawn),-18.7
Cc1cccc(-n2c(C)cc(/C=N/NC(=O)c3ccccn3)c2C)c1,10.6
Cc1ccc(C2(c3ccc(C)cc3)CC2C(=O)NCCc2ccccc2)cc1 (stereo not drawn),21.7
O=C(O)c1cc(S(=O)(=O)N2CCCCC2)ccc1O,-25.4
CCOc1ccc(C(=O)Nc2cccc(-c3nc4cc(C)c(C)cc4o3)c2)cc1,9.5
O=C(Cc1ccccc1)Nc1ccc(Cl)c(-c2nc3ncccc3o2)c1,-3.5
Cc1cccnc1NC(=O)c1cc2c(ccc3ccccc32)oc1=O,-4.4

# Grouped by structure, the entries above containing an NH in an aromatic ring.
SMILES,VHR inh color
Cc1ccccc1-n1c(=S)[nH]c2ccccc2c1=O,5.2&0.1
O=C1N=c2ccc(Br)cc2=C1c1[nH]c(=O)[nH]c1O,-4.3
Cc1[nH]n(-c2ccccc2)c(=O)c1/C=N/NC(=O)CSCc1ccc(Cl)cc1,6.6
Cc1ccc(C)c2c(N=NC(=O)/C(=C\c3ccccc3)NC(=O)c3ccccc3)c(O)[nH]c12,-16.4

# (more compounds)
SMILES,VHR inh color
COC(=O)c1cc(NC(=O)c2ccc3c(c2)OCCO3)cc(C(=O)OC)c1,3.6
COc1ccc(S(=O)(=O)n2nc(C)c(Sc3ccc([N+](=O)[O-])cc3)c2C)cc1,-13.5
CCN1C(=O)/C(=C/c2c(OC)ccc3ccccc23)C(=O)NC1=S,17.8
O=c1oc2ccccc2cc1-c1ccc([N+](=O)[O-])cc1,-9.0
O=S(=O)(Oc1cccc2ccccc12)c1cc(Cl)ccc1Cl,-0.4
CCOC(=O)C1=C(C)N=c2s/c(=C\c3cccc([N+](=O)[O-])c3)c(=O)n2C1c1ccc(C)cc1 (stereo not drawn),-16.6
C=CCNS(=O)(=O)c1ccccc1[N+](=O)[O-],-35.8
O=C1C2C3C=CC(C3)C2C(=O)N1CCc1ccccc1 (stereo not drawn),-32.5
O=S(=O)(NCCSc1nc2ccccc2o1)c1ccccc1,-5.2
COc1ccc(-c2csc(-c3cc4cc(Cl)cc(Cl)c4oc3=O)n2)cc1,-5.4
O=[N+]([O-])c1cccc(CN2CCN(S(=O)(=O)c3ccccc3)CC2)c1,-2.6
Cc1ccc(NC(=O)c2ccc(Cl)cc2Cl)c(C)c1,-37.7
C=CCN1CN=C(NS(=O)(=O)c2ccc(C)cc2)NC1,-20.7
COc1ccc(C2Nc3ccccc3C(=O)N2c2ccc(Cl)cc2)cc1Cn1nnc2ccccc21 (stereo not drawn),-2.0
CCCCNC(=O)c1c(NC(=O)c2ccccc2)sc(C)c1C,-12.4
CCOc1ccc(C(=O)Nc2ccccc2C(=O)O)cc1,2.9
O=C(Nc1ccc(Cl)cc1Cl)c1ccc(Cl)cc1Cl,-8.5
COc1ccc(C2NC(=O)NC(c3ccccc3)=C2c2ccc3ccccc3n2)cc1OC (stereo not drawn),-10.7
O=C(Cc1cccs1)NCc1cccnc1,-19.2
Fc1c(F)c(F)c2c(c1F)Oc1ccccc1O2,18.1

# Looked up by structure from the list above, four records:
SMILES,VHR inh color
CCOC(=O)C1=C(C)N=c2s/c(=C\c3cccc([N+](=O)[O-])c3)c(=O)n2C1c1ccc(C)cc1 (stereo not drawn),-16.6
CCN1C(=O)/C(=C/c2c(OC)ccc3ccccc23)C(=O)NC1=S,17.8
COc1ccc(C2NC(=O)NC(c3ccccc3)=C2c2ccc3ccccc3n2)cc1OC (stereo not drawn),-10.7
O=C1C2C3C=CC(C3)C2C(=O)N1CCc1ccccc1 (stereo not drawn),-32.5

# Further structures.
SMILES,VHR inh color
COc1ccc(CC(=O)NNC(=O)c2ccco2)cc1OC,-17.2
Cc1ccc(S(=O)(=O)NCc2ccccn2)cc1[N+](=O)[O-],-11.1
CCc1ccc(S(=O)(=O)N=Nc2c(O)n(CC)c3ccccc23)cc1,-9.8
Cc1c(OC(C)C(=O)O)ccc2c3c(c(=O)oc12)CCC3 (stereo not drawn),1.3
COC(=O)C1=CNC=C(C(=O)OC)C1c1ccc(OC)c(OC)c1OC,-4.4
O=C(CSc1nnc(-c2ccncc2)n1-c1ccccc1)NCc1ccco1,-13.0
CC(C)c1ccc(-c2nc(N)c3c(=O)oc4ccccc4c3n2)cc1,-8.5
CCOc1cc(C=O)ccc1OCc1ccc(Cl)cc1,2.9
COc1ccc(N2C(=O)CS(=O)(=O)C2c2ccc(Cl)cc2)cc1 (stereo not drawn),6.2
CC(C)(C)n1c(O)c(N=Nc2ccc(Br)cc2)c(=O)[nH]c1=O,0.1
COC(=O)c1c(-c2ccccc2Cl)csc1NC(=O)C1C2CCC(C2)C1C(=O)O (stereo not drawn),-8.3
Cc1cc(C)cc(NC2=C(Cl)C(=O)N(c3cccc(Cl)c3)C2=O)c1,-4.6
O=C(COc1ccc(Cl)cc1)Nc1nn[nH]n1,6.8
CN(C)c1nc(-c2ccccc2)c(N)c(-c2ccccc2)n1,-3.4
CCOc1ccc(C(=O)NC(C)(C)C)cc1Cl,-15.3
O=C1c2ccc(C(c3ccc4c(c3)C(=O)N(c3ccccc3)C4=O)(C(F)(F)F)C(F)(F)F)cc2C(=O)N1c1ccccc1,-9.7
CCOc1cccc2c1N(C(=O)c1cccc(F)c1)C(C)(C)c1ssc(=S)c1-2,-12.2
C=CCN1C(=O)/C(=C\c2ccc(OCc3cccc4ccccc34)cc2)SC1=S,-5.0
CCOC(=O)C1=C(CC)NC2=C(C(=O)CCC2)C1c1cc2c(cc1[N+](=O)[O-])OCO2 (stereo not drawn),1.4
CC(=O)Nc1sc2c(c1C#N)CCCC2,-5.0

# Arranged by count of non-hydrogen atoms (ascending): part of the list above
SMILES,VHR inh color
Cc1cc(C)nc(/N=C(/N)Nc2ccc(N)cc2)n1,5.0
NC(=O)N/N=C1\c2ccccc2-c2c(C(N)=O)cccc21,2.3
COC(=O)C1=CNC=C(C(=O)OC)C1c1ccc(OC)c(OC)c1OC,-4.4

# (more compounds)
SMILES,VHR inh color
O=C(O)c1ccccc1NC(=O)c1ccccc1-c1ccccc1C(=O)O,-3.0
CC(C)N(C(=O)c1ccc(C(=O)Nc2ccc(Nc3ccccc3)cc2)cc1)C(C)C,5.8
O=C1N/C(=N\Nc2ccccc2)S/C1=C\c1cccc(Br)c1,-4.1
COc1ccc(-c2cn(/N=C/c3ccc(Cl)cc3Cl)c(N)n2)cc1,2.5
CCCc1[nH]n(-c2ccc([N+](=O)[O-])cc2)c(=O)c1C=NC1CC(C)(C)NC(C)(C)C1,-3.2
O=C(Cc1ccc(Cl)cc1)Nc1nccs1,8.1
CC(C)(C#CCN1CCOCC1)OCCC#N,-8.4
CN(CP(=O)(O)CCc1ccccc1)S(C)(=O)=O,-20.1
COc1ccccc1N1N=C(c2ccccc2)CC1c1ccccc1 (stereo not drawn),-23.7
COC(=O)c1ccc(-n2ncnc2-c2ccc(Br)cc2)cc1,-5.5
CCC(C)N1CCN(Cc2ccc(OC)c(OC)c2OC)CC1 (stereo not drawn),12.4
CC(C)CC(C(=O)Nc1sc2c(c1C(N)=O)CCC(C)C2)N1C(=O)c2ccccc2C1=O (stereo not drawn),-5.6
CCOc1ccccc1N1CCN(C(=O)c2ccc([N+](=O)[O-])cc2Cl)CC1,-30.3
Cc1cc(N2CCN(C3=NCC(C)(C)S3)CC2)n2c(nc3ccccc32)c1C#N,1.6
O=C(O)CCSc1nc2ccccc2c(=O)[nH]1,-4.6
COC(=O)C1=CN(Cc2cccs2)C=C(C(=O)OC)C1c1cccs1,-1.2
CCOc1ccc(NC(=O)c2ccc(Cl)c([N+](=O)[O-])c2)cc1,-23.1
O=C1NC(=S)NC(=O)C1=Cc1ccc(O)cc1,5.9
CCC(=O)N1N=C(c2ccccc2)CC1c1ccc([N+](=O)[O-])cc1 (stereo not drawn),-10.3
Cc1cc(C(=O)N2CCN(Cc3ccccc3)CC2)ccc1[N+](=O)[O-],-5.8
O=C1CCCc2nn(-c3ccccc3)nc21,-26.0
Cc1ccc(-c2csc(N)c2C(=O)OC(C)C)cc1,51.9
COc1ccc(NC(=O)/C=C/c2ccco2)cc1OC,0.5
Cc1cc(C)nc(/N=C(/N)Nc2ccccc2O)n1,2.7
O=C(Nc1cccc(-c2nc3ccccc3[nH]2)c1)c1cccs1,-5.3
O=C1CSC(=O)N1CNc1cccc2ccccc12,-7.3
COc1ccc(C(=O)Nc2ccc(N3CCCCC3)cc2)cc1[N+](=O)[O-],-5.8
Cc1cc2nc(-c3ccc(NC(=O)c4ccc5c(c4)OCCO5)cc3O)oc2cc1C,18.6
CC(C)NNC(=O)c1nc(-c2ccccc2)cc(-c2ccccc2)n1,-7.4
N#C/C(=C\N1CCOCC1)c1ccccc1,-3.5
O=C(NC(=S)Nc1cccc(-c2nc3ccccc3o2)c1)c1ccco1,3.6
O=c1nc(/C=C/c2ccc(N3CCOCC3)cc2)cc(C(F)(F)F)[nH]1,0.4
Cc1ccc(Sc2ccc(/C=c3\sc4nc5ccccc5n4c3=O)o2)cc1,4.6
CCOc1ccc(C2/C(=C(\O)c3ccccc3)C(=O)C(=O)N2CCCCCC(=O)O)cc1 (stereo not drawn),5.7
COc1cc(/C=C2\SC(N3CCC(C)CC3)=NC2=O)ccc1O,34.1
O=C(O)c1ccc(NC(=O)c2ccccc2F)c(NC(=O)c2ccccc2F)c1,1.9
COc1cccc(C(=O)/C=C/c2ccc3c(c2)OCO3)c1,3.5
O=C(/C=C/c1ccco1)N1CCN(C/C=C/c2ccccc2)CC1,0.2
N#Cc1cc2[nH]c3ccccc3c2n(-c2ccc([N+](=O)[O-])cc2)c1=O,-14.4
Cc1sc(NC(=O)/C=C/c2ccccc2)c(C(=O)OC(C)C)c1C,-7.4

# The last 6 compounds of the part before come first, to join the parts:
SMILES,VHR inh color
COc1cc(/C=C2\SC(N3CCC(C)CC3)=NC2=O)ccc1O,34.1
O=C(O)c1ccc(NC(=O)c2ccccc2F)c(NC(=O)c2ccccc2F)c1,1.9
COc1cccc(C(=O)/C=C/c2ccc3c(c2)OCO3)c1,3.5
O=C(/C=C/c1ccco1)N1CCN(C/C=C/c2ccccc2)CC1,0.2
N#Cc1cc2[nH]c3ccccc3c2n(-c2ccc([N+](=O)[O-])cc2)c1=O,-14.4
Cc1sc(NC(=O)/C=C/c2ccccc2)c(C(=O)OC(C)C)c1C,-7.4
O=C(c1ccccc1)c1ccc(C(=O)N2CCN(c3ccc(F)cc3)CC2)o1,-4.6
CCCC(=O)NC(c1ccc(OC)c(OC)c1)c1c(OC(=O)COc2ccccc2)ccc2ccccc12 (stereo not drawn),-4.0
O=C(Nc1ccc(Oc2ccc(NC(=O)c3ccco3)cc2)cc1)c1ccco1,1.9
CC1=NN(c2ccc(S(N)(=O)=O)cc2)C(=O)/C1=C\c1ccc(-c2ccc(Cl)c([N+](=O)[O-])c2)o1,-20.1
CCOC(=O)c1c(-c2ccccc2)csc1NC(=O)c1sc2ccccc2c1Cl,-11.0
C=CCn1c(-c2ccccc2C)n[nH]c1=S,1.8
O=C(Nc1ccccc1)NC(NC(=O)c1ccccc1)C(Cl)Cl (stereo not drawn),-9.9
